# SR-BI uptake up: activators of SR-BI mediated DiI-HDL uptake, primary screen, ldlA[mSR-BI] CHO cells, DiI fluorescence | 3 h; 100 = double the neutral-control signal | activation, % at 12.5 µM | actives 0.096% (n = 320,000) | AID 504775, 2011;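 active = mean replicate activation of at least 60% and every replicate at or above 60%; inconclusive = mean or all-replicate condition met, but not both; inactive = mean below 60% and not all replicates reaching 60%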;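 also: 0% = median plate neutral-control signal and 100% = twice that signal; values of inactives mirror those of a sister screen read the other way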
#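 Test system: SR-BI-overexpressing, LDLR-lacking CHO cells; Also added: labelled HDL, 10 µg/mL; Measured by: bottom-read cell fluorescence after medium removal, ex 550/em 595 nm; Timing: 3 h uptake period with compound, 37 °C; Buffer or medium: F12, 0.5% BSA, 25 mM HEPES; Doses: single compound concentration, delivered by pin transfer.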
# Arrestin-AP2 inh: inhibitors of beta-arrestin/AP2 binding, primary screen, biochemical, GPCR trafficking, flow cytometry; beta-arrestin 1 C-terminal peptide binding to AP2 beta2-adaptin appendage (human); FITC-arrestin peptide / GST-AP2 beads; AP2 beta2 appendage carries R879A mutation; inhibition, % at 10 µM; actives 0.31% (n = 340,000);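 active = inhibition above a set limit, near 3 SD of compounds lacking own fluorescence, cut at about 54% in these data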;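 also: plate controls were DMSO wells for no effect and 5 µM unlabelled arrestin peptide for full effect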
#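 Material – GST-tagged AP2 beta2-adaptin appendage (R879A) on 4 µm glutathione beads · Probe or stimulus – fluorescein-tagged arrestin peptide at 50 nM final · Timing – 12 min plus 1 h, RT · Detection – bead flow cytometry, FITC channel · Read-out basis – inhibition as reduced fluorescein signal on beads, percent · Medium – PBS plus Tween 20 (0.05%) and BSA (0.1%)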
# PKA-R2B act: activators of PKA-R2B holoenzyme, primary screen, biochemical, fluorescence polarization, Cy5-IP20, human; cAMP-dependent protein kinase catalytic subunit beta (Homo sapiens) + cAMP-dependent …; PKA-R2B holoenzyme dissociation; R2B truncated from residue 108, S112A mutant; 0% DMSO only, 100% 113 µM cGMP; activation, % at 11.4 µM; actives 0.079% (n = 340,000); AID 504700, 2011;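 active = activation above a cutoff set at the mean over all compounds plus 3 SD, cut at about 18% in these data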;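 also: higher means more holoenzyme dissociation and a rise in polarization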
# Target sequence (P31323 whole entry, looked up, other chains not shown, the tested form may be a part): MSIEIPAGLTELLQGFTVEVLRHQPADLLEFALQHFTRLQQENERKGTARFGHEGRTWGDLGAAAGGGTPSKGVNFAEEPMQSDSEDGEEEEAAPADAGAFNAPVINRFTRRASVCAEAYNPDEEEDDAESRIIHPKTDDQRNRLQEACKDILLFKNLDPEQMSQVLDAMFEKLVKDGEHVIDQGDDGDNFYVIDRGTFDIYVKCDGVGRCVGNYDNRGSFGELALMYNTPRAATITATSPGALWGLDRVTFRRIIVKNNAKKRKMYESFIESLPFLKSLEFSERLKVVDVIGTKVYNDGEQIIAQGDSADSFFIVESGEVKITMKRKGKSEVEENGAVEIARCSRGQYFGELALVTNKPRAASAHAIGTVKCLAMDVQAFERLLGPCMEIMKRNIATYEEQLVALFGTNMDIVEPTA
# DAGLB inhibitor: DAGLB lipase inhibitors, primary screen, biochemical, fluorescence, HTS; Diacylglycerol lipase-beta (Homo sapiens), Q8NCG7; HEK293T DAGLB membrane lysate, EnzChek fluorogenic substrate; inhibition, % at 5.17 µM; actives 0.059% (n = 340,000); AID 504411, 2011; in the data active = inhibition above about 34%;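 also: 0% = enzyme with vehicle and 100% = wells lacking enzyme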
# Keap1 Nrf2 FP: Keap1-Nrf2 protein-protein interaction inhibitors, primary screen, biochemical, fluorescence polarization, single point | Keap1 Kelch-Nrf2 peptide fluorescence polarization, 1536-well | inhibition, % at 9.4 µM | actives 0.15% (n = 340,000); in the data active = inhibition above about 12%; inconclusive = no clear call, values can overlap the other calls; inactive = below about 7.3%;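 also: human Keap1 Kelch domain with fluorescein labeled Nrf2 9mer peptide probe; 0% = neutral control wells and 100% = peptide positive control; higher means more block of Keap1 binding to Nrf2 peptide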
# Target sequence (Q14145 whole entry, looked up, the tested form may be a part): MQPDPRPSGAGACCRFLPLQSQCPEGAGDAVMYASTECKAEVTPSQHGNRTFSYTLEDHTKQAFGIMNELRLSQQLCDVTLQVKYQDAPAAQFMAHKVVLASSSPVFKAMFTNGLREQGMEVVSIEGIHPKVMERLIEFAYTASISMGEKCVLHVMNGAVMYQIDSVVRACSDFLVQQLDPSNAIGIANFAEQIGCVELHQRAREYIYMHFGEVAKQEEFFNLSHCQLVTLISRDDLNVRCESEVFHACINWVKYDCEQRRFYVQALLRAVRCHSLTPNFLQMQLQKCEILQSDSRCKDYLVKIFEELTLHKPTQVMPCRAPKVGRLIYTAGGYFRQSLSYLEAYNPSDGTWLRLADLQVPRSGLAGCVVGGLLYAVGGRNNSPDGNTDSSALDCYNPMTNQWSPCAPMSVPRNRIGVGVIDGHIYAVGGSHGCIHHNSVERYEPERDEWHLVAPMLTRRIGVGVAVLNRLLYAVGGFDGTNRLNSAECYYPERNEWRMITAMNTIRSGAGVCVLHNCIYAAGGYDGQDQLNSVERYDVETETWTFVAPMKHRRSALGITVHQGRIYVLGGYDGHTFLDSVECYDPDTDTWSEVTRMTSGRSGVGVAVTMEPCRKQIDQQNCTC
# SR-BI HDL uptake: inhibitors of SR-BI mediated HDL lipid uptake, primary screen, ldlA[mSR-BI] cells, fluorescence, single point | ldlA[mSR-BI] CHO cells, DiI-HDL uptake fluorescence, 3 h | inhibition, % at 12.5 µM | actives 0.96% (n = 320,000) | AID 488896, 2010;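 active = mean replicate inhibition of at least 70% and a set share of replicates each scoring 70 or more; inconclusive = meets just one of the two criteria; inactive = fails both criteria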;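 also: 0% = median of neutral control wells and 100% = median of positive control wells; values of inactives mirror those of a sister screen read the other way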
# NSD2 HMT inh: NSD2 histone methyltransferase inhibitors, primary screen, biochemical, AlphaScreen, single concentration, set 2. inhibition, % at 12.5 µM. NSD2 peptide methylation, 120 min. Histone-lysine N-methyltransferase NSD2 (Homo sapiens), O96028. AID 743445, 2014. actives 0.54% (n = 310,000); in the data active = inhibition above about 50%
# C-LANA FP: inhibitors of KSHV C-LANA binding to DNA, primary screen, biochemical, fluorescence polarization, FAM-LBS DNA, MBP-C-LANA, single point | Kaposi's sarcoma herpesvirus LANA C-terminal domain (residues 932-1162) DNA binding | inhibition, % at 9 µM | actives 0.078% (n = 340,000);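 active = highest replicate inhibition at or above 60% at 9 µM, even if other replicates fall short; inactive = all replicates below 60% inhibition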;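 also: 0% = neutral control wells and 100% = 4 µM acridine orange control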
# PvdQ acylase: P. aeruginosa PvdQ acylase inhibitors, primary screen, biochemical, fluorescence, plate reader and imaging, single point; PvdQ acylase [Pseudomonas aeruginosa LESB58]; purified PvdQ acylase; actives 0.063% (n = 340,000); inhibition, % at 10 µM; in the data active = inhibition above about 30%, passing the limit was not always enough; inconclusive = no clear call, values can overlap the other calls;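 also: 0% = vehicle neutral wells and 100% = reference inhibitor wells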
# Cardiac RTF inh: cardiac RTF calcium sensitivity inhibitors, primary screen, biochemical, IANBD-TnC fluorescence, EC70 calcium. IANBD-labeled cardiac RTF, Ca2+ fluorescence. inhibition, % at 7.15 µM. AID 493244, 2011. actives 0.12% (n = 340,000). Troponin I, cardiac muscle (Homo sapiens) + Troponin T, cardiac muscle (Homo sapiens) + …;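 active = inhibition above the mean inhibition of all tested compounds plus 3 SD, cut at about 17% in these data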;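 also: assay run at fixed EC70 calcium of 1.6 mM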
# Starred values were filed as active, the others as inactive; ? = inconclusive; · = not tested or not shown.
# Under each structure – SR-BI uptake up	Arrestin-AP2 inh	PKA-R2B act	DAGLB inhibitor	Keap1 Nrf2 FP	SR-BI HDL uptake	NSD2 HMT inh	C-LANA FP	PvdQ acylase	Cardiac RTF inh
- Cc1cc2c(N3CCCCC3C)ncnc2s1 (centres undefined)
    14.0	10.1	2.4	-2.2	-2.8	-14.0	3.4	-1.9	-9.1	-7.4
- O=C(NC(=S)Nc1cccc(NC(=S)NC(=O)c2ccco2)n1)c1ccco1
    11.6	0.3	-2.5	-1.7	1.4	-11.6	5.4	0.7	3.1	-8.6
- CN1CC(c2ccc(C#N)cc2)C2(COc3ccccc3C2=O)C12C(=O)Nc1ccccc12 (centres undefined)
    -34.5	6.4	-5.4	1.3	-1.1	34.5	12.6	-0.3	0.4	-3.5
- CCC(=O)N1CCN(c2ccc(Cl)cc2NC(=O)Cc2ccc(Cl)cc2)CC1
    -9.8	-1.9	3.9	-0.7	1.8	9.8	-3.4	0.7	-2.9	-4.4
- Cc1nc(N2CCN(c3ccccc3)CC2)[nH]c(=O)c1CCC(C)C
    1.2	23.4	-1.1	0.6	-1.1	-1.2	-2.1	1.2	9.1	3.0
- CC(C)CCN1C(=O)c2ccc(C(=O)OCn3nnc4ccccc4c3=O)cc2C1=O
    4.7	-1.4	-3.0	-3.9	-4.2	-4.7	-1.1	-0.2	7.9	-12.4
- Cc1cs/c(=N\N=C\c2ccccc2)n1Cc1ccco1
    10.0	-16.2	-9.9	-2.2	-2.1	-10.0	6.3	-1.0	-12.3	12.5
- CNC[C@@H]1Oc2ccc(NC(=O)Nc3ccccc3)cc2C(=O)N([C@@H](C)CO)C[C@H]1C
    11.0	·	-1.0	1.2	-5.1	-11.0	·	-1.5	-2.2	9.7
- CCOC1OC(=O)C(Cl)=C1Nc1ccc(C)cc1C (centres undefined)
    3.9	-6.0	-12.5	-0.8	-4.7	-3.9	-2.0	3.8	-11.7	-1.1
- CCN(CC)c1ccc(/C=C(\C#N)c2ccccn2)cc1
    -24.0	13.7	-6.4	-7.1	-4.1	24.0	·	1.3	9.0	-15.3
- CC(=O)N1N=C(c2ccccc2)CC1c1ccc(F)cc1 (centres undefined)
    5.4	-28.7	6.5	-2.9	4.6	-5.4	-1.7	-0.6	-3.4	-1.2
- Cc1ccc(-c2nnn(CC(=O)N(CC3CCCO3)C(C(=O)NC3CCCCC3)c3ccc(F)cc3)n2)o1 (centres undefined)
    -9.7	17.2	-8.1	0.2	-0.5	9.7	-1.5	0.8	6.2	0.7
- CC(C)N(Cc1c(O)ccc2c(=O)c(-c3ccc(Cl)cc3)coc12)C(C)C
    -24.9	19.2	5.4	3.0	0.2	24.9	3.9	-6.9	-1.0	-2.9
- CCCNC(=S)N1CCN(CC)CC1
    30.2	38.4	-8.9	-1.0	2.7	-30.2	2.5	-0.4	3.6	6.2
- CC(OC(=O)C1CC(=O)N(Cc2ccco2)C1)C(=O)Nc1ccccc1[N+](=O)[O-] (centres undefined)
    -3.3	-13.6	5.9	0.3	-6.8	3.3	-27.4	0.7	-14.0	-8.3
- CCCCn1c(N)c(N(CCOC)C(=O)c2ccc(COc3ccccc3)o2)c(=O)[nH]c1=O
    -7.8	-3.2	-14.1	1.3	-0.1	7.8	0.3	1.1	-9.4	0.3
- Cc1nn(CCOc2ccccc2)c(=O)n1-c1ccc(F)cc1
    -8.1	15.5	-11.0	-1.1	2.7	8.1	14.5	0.3	0.4	0.7
- Cn1c(CNc2cccc(Cl)c2)nnc1SCC(=O)OC1CCCCC1
    3.0	-2.3	2.9	-13.6	-0.7	-3.0	-1.3	-2.0	-11.1	1.9
- O=C(/C=C\c1ccc2c(c1)OCO2)NC1(C(=O)Nc2ccc3c(c2)OCCO3)CCCCC1
    -4.1	-3.5	-4.2	-1.1	-2.9	4.1	1.1	-0.3	-6.7	-0.9
- Cc1c(NC(=O)/C(C#N)=C/c2ccc(-c3ccccc3Cl)o2)c(=O)n(-c2ccccc2)n1C
    -70.8	·	5.4	4.5	3.3	?	5.4	-0.7	10.7	-1.5
- COc1ccc(CCNC(=O)CNCCc2ccc(F)cc2)cc1
    16.1	32.2	-16.3	-0.9	-2.2	-16.1	-2.6	0.3	4.5	-2.2
- CCOC(=O)C1CCCN(C(=O)c2cccc(S(=O)(=O)N(Cc3ccccc3)c3ccccc3OC)c2)C1 (centres undefined)
    3.4	-6.8	2.2	-0.9	7.8	-3.4	-1.3	-7.2	2.7	-1.6
- Cc1ccc2nc(Cl)c(/C=N/Nc3nc(C)cc(C)n3)c(=O)n2c1
    -12.1	-2.4	0.4	-0.8	-7.0	12.1	3.0	8.6	-11.3	-2.9
- CCC(=O)c1ccc(OCC(O)CN2CC(C)OC(C)C2)cc1 (centres undefined)
    13.9	-3.9	-7.8	0.3	-5.4	-13.9	-5.7	-1.6	-17.0	-5.6
- COc1ccc(-c2cc(C(=O)N3CCOCC3)c3cc(C)ccc3n2)cc1
    -33.8	0.1	-7.4	-0.4	-4.0	33.8	·	-0.4	-14.1	-0.2
- CCCCCC(=O)N/N=C(\C)c1ccccn1
    25.8	-0.1	8.5	-4.0	-1.0	-25.8	-3.0	2.3	-8.2	-7.7
- CCOc1ccccc1NC(=O)c1ccc(S(=O)(=O)N(C)C)cc1
    -1.2	2.5	3.4	-3.5	-1.7	1.2	-0.6	-0.9	-1.9	-0.1
- O=c1oc(-c2ccc([N+](=O)[O-])cc2)nc2ccc(O)cc12
    8.1	7.4	5.0	1.1	4.3	-8.1	3.4	0.8	-1.9	-5.7
- CCC(C)C(NC(=O)C1CCC(C)CC1)C(=O)Nc1cc(OC)ccc1OC (centres undefined)
    -56.2	10.0	5.6	-1.8	-1.8	56.2	1.3	-2.0	-4.4	1.3
- COCCn1c(SCC(=O)Nc2ccc(C)cc2)nc2c(oc3ccccc32)c1=O
    -23.4	-3.0	2.6	-0.5	0.0	23.4	-1.6	-1.7	7.7	-2.3
- NC(=O)c1ncn([C@@H]2O[C@H](CNC(=O)[C@@H](N)Cc3cccnc3)[C@@H](O)[C@H]2O)n1
    18.9	4.2	1.8	-1.5	0.7	-18.9	·	1.7	-12.1	-5.7
- COc1cccc(CNC(=O)C(=O)NCC2CCCN2S(=O)(=O)c2cc(C)ccc2C)c1 (centres undefined)
    -24.0	0.3	2.1	2.9	-0.9	24.0	-1.2	-1.5	9.4	-14.7
- Cc1ccc(C)c(N2CCN(S(=O)(=O)c3cn(C)cn3)CC2)c1
    3.3	0.2	-2.6	-2.9	-0.3	-3.3	2.4	0.2	-9.8	-8.4
- NS(=O)(=O)c1cccc(NC(=O)CN2C(=O)C(=O)N(Cc3ccccc3)C2=O)c1
    24.6	40.7	-0.1	-0.3	2.5	-24.6	0.2	1.1	8.1	-3.1
- O=C(CN1CCN(c2ccccc2)CC1)Nc1ccc(-n2cnnn2)cc1
    5.3	-7.1	0.4	0.3	1.5	-5.3	-2.8	1.5	-5.4	-2.1
- CN(Cc1cnccn1)Cc1nc(Cc2ccccc2F)no1
    9.6	2.6	0.1	-2.9	-2.0	-9.6	-4.5	-1.3	-11.9	11.7
- O=C1N[C@H](Cc2ccccc2)COC(=O)[C@H](Cc2ccc(F)cc2)C/C=C\C[C@H]1CC(=O)N(CCO)Cc1ccccc1
    -3.2	27.7	-14.9	-4.0	1.2	3.2	·	1.1	-0.5	2.6
- Cc1noc(C)c1COC(=O)Cc1ccc(Br)cc1
    -5.6	-26.2	0.4	-1.6	-6.2	5.6	6.4	-2.6	-20.7	0.5
- C=CCn1cccc(C(=O)Nc2ccc(C)c(Cl)c2)c1=O
    -3.9	31.2	15.8	-5.2	-3.3	3.9	-2.4	1.8	-8.5	-9.2
- Cc1ccc(S(=O)(=O)N/N=C\c2cn(CC(N)=O)c3ccccc23)cc1
    5.1	-3.8	-0.1	-1.3	3.3	-5.1	2.8	2.5	-11.6	2.3
- COc1ccccc1CNC(=O)CSc1ccc(-c2ccccn2)nn1
    ·	-9.5	-10.1	-2.9	3.5	·	-15.1	0.4	-3.8	-5.8
- Cc1cc(C)nc(Nc2ccc(Cl)cc2C)n1
    -0.4	3.2	-1.2	-0.6	3.5	0.4	-0.8	-2.5	-7.7	-2.7
- Cc1ccc(-n2c(SCC(=O)NC3CCS(=O)(=O)C3)nc3ccccc3c2=O)cc1 (centres undefined)
    1.6	-1.0	-12.7	-1.5	-1.7	-1.6	1.7	0.7	-7.5	2.8
- CCc1ccc2oc(C(=O)N3CCN(c4ccccc4OC)CC3)cc(=O)c2c1
    2.6	5.0	-7.8	-5.5	-0.7	-2.6	1.2	0.5	0.0	-0.6
- CC(C)C[C@H]1CNC(=O)C(=O)N1C[C@H](C)NC(=O)Cc1ccccc1
    -1.5	28.5	-6.0	-0.3	-2.0	1.5	·	0.5	6.3	-9.0
- Nc1ccc(-c2n[nH]c(=O)c3ccccc23)cc1N
    -8.0	16.5	-5.1	8.8	-1.5	8.0	1.2	-0.1	0.7	-1.0
- Cc1cc(S(=O)(=O)NCC(C)C)ccc1OCC(=O)NCC1CCCO1 (centres undefined)
    2.0	-22.7	-9.5	2.6	0.1	-2.0	-1.2	0.6	-4.1	2.3

# Screens deposited in PubChem BioAssay by several laboratories.
